# Source: PubChem
# GPR151 ag: activators of human GPR151, primary screen, cell-based, PathHunter beta-arrestin, luminescence. G-protein coupled receptor 151 (Homo sapiens), Q8TDV0. 650,000 compounds, 1% hits. AID 1508602, 2020. PathHunter beta-arrestin GPR151 cells. activation, % at 11.2 µM; in the data active = activation above about 4.9%;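 note: 0% = median of compound wells and 100% = cells with positive control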
# Target sequence (Q8TDV0 whole entry, looked up): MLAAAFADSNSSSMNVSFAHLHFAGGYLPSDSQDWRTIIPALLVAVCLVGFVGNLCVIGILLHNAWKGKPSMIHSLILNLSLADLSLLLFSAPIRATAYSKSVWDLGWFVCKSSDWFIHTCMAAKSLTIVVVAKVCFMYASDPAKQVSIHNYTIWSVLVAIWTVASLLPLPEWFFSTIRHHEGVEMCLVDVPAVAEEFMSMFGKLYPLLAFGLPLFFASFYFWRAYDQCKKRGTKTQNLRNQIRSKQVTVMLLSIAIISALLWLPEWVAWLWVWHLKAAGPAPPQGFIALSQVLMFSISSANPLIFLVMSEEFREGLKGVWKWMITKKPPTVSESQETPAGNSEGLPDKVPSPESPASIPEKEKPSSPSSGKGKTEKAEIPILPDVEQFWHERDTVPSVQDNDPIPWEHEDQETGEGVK
# FBW7 activator: FBW7 E3 ligase activators, primary screen, biochemical, AlphaScreen, human. AlphaScreen FBW7–phospho-cyclin E peptide binding, activator screen. AID 1259310, 2017. F-box/WD repeat-containing protein 7 (Homo sapiens), Q969H0. 650,000 compounds, 0.13% hits. normalized activity (activation), % at 26.1 µM; in the data active = normalized activity above about 1.9%;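 note: purified mutant Fbw7 with reduced substrate affinity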
# TEAD-YAP block: TEAD-YAP interaction inhibition, primary screen, TEAD-YAP interaction inhibitor project, luminescence, HEK-TIYL cells; TEAD-Gal4/YAP UAS-luciferase luminescence; 640,000 compounds, 1.4% hits; inhibition, % at 9.12 µM; in the data active = inhibition above about 32%;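 note: 0% = median of test compound wells and 100% = reference inhibitor wells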
# MITF inh: MITF inhibitors, primary screen, biochemical, AlphaScreen, human. Microphthalmia-associated transcription factor (Homo sapiens), O75030. AlphaScreen MITF homodimerization, bead proximity signal. inhibition, % at 2.6 µM. 650,000 compounds, 0.91% hits. AID 1259374, 2018; in the data active = inhibition above about 50%;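 note: 0% = vehicle wells with protein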
# Target sequence (O75030 whole entry, looked up): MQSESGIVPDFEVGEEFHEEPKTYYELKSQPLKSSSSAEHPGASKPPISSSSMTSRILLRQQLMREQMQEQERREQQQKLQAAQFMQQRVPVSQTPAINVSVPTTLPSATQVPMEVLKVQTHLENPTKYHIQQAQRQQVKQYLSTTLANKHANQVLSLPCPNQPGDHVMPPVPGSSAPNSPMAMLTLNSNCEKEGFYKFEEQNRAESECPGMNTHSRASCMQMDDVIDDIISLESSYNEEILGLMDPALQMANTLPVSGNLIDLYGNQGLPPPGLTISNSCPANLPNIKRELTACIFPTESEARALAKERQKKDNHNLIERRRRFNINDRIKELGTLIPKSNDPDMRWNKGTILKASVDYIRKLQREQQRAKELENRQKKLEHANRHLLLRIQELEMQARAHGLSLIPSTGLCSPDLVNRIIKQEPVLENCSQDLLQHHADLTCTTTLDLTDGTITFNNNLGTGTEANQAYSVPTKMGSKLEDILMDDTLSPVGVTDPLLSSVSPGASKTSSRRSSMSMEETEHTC
# Numbers without * were called inactive.
SMILES,GPR151 ag,FBW7 activator,TEAD-YAP block,MITF inh
CSc1ccc(C2C(C#N)=C(N)Oc3cc(C)[nH]c(=O)c32)cc1 (configuration not stated),1.1,-0.1,10,-2
CC(=O)C(C)n1c(=O)c2c(nc3n(-c4cccc(C)c4)c(C)cn23)n(C)c1=O (configuration not stated),2.2,0.1,8,2
O=C(NC1CC1)c1ccnc(NC2CCN(Cc3ccccc3)CC2)c1,-1.3,0.0,0,4
O=[N+]([O-])c1ccc(-n2cccc2-c2nc(-c3ccccc3)c(-c3ccccc3)[nH]2)cc1,-1.3,-0.1,-8,3
CCCc1nc(NCc2ccncc2)c2nnn(Cc3ccccc3F)c2n1,1.0,0.0,3,18
CCOC(=O)c1ccc(CN(Cc2ccc(C)cc2)S(=O)(=O)c2ccc(Cl)cc2)cc1,-1.4,-0.2,-1,2
CC(=O)OCC1OC2OC3(CCCCC3)OC2C2OC3(CCCCC3)OC12 (configuration not stated),0.0,-0.1,2,16
COc1cccc(NC(=O)N2CCN(Cc3ccccc3)CC2C(=O)N2CCCC2)c1 (configuration not stated),2.5,0.1,-21,-42
CN(Cc1ccccc1)C(NC(=O)c1cccs1)C(=O)c1ccccc1 (configuration not stated),3.6,0.2,-6,1
COc1ccc(C)cc1NC(=O)CN1CCN(CC(=O)Nc2ccc(F)cc2)CC1,0.3,0.2,-4,3

# 2 entries picked at random from those above, as already listed:
SMILES,GPR151 ag,FBW7 activator,TEAD-YAP block,MITF inh
CN(Cc1ccccc1)C(NC(=O)c1cccs1)C(=O)c1ccccc1 (configuration not stated),3.6,0.2,-6,1
CC(=O)OCC1OC2OC3(CCCCC3)OC2C2OC3(CCCCC3)OC12 (configuration not stated),0.0,-0.1,2,16

# Additional entries.
SMILES,GPR151 ag,FBW7 activator,TEAD-YAP block,MITF inh
O=C(CN1CCC(n2nnc3cc(F)ccc32)CC1)NC1CC1,-0.2,0.0,3,4
CS(=O)(=O)N1CCN(c2ncnc3c2cnn3-c2ccccc2)CC1,0.1,-0.1,-22,2
COC(=O)C(C(=O)N1CCN(Cc2ccccc2)CC1)C1CCCC1 (configuration not stated),0.0,0.0,-14,-7
O=C(c1cccc(Cl)c1)N1CCN(c2ccc3nnc(-c4ccccc4)n3n2)CC1,-0.3,0.0,12,2
O=C(OCc1ccccc1)c1ccc(OC(=O)c2cc3ccccc3oc2=O)cc1,6.6*,0.1,11,-19
CC(NC(=O)COc1cccc(Br)c1)C1CC2CCC1C2 (configuration not stated),0.5,-0.1,-3,3
O=C(NCCc1ccc(O)cc1)c1ccc2nc(Br)sc2c1,-1.3,-0.1,-26,7
COc1cc(/C=C2/NC(=O)NC2=O)cc(Br)c1OCc1cccc(C(=O)O)c1,0.0,0.8,2,11
Cc1ccc(NC(=O)c2sc3ncn(CC(=O)N4CCCC(C)C4)c(=O)c3c2C)cc1Cl (configuration not stated),0.1,0.0,7,3
Cn1ccnc1SCc1cc(=O)c(OC(=O)c2ccccc2F)co1,-1.3,-0.4,-4,0
Cc1c(C(=O)N2CCCC2)sc2ncnc(N3CCN(c4ccccc4)CC3)c12,0.4,-0.4,-12,-2
COC(=O)c1c(OC(C)C)cc(=O)n2c1CCN(Cc1cccc(OC)c1OC)CC2,0.2,0.0,1,-15
COc1ccc(S(=O)(=O)Nc2cccc(C(C)=O)c2)c(Cl)c1Cl,0.6,0.1,10,1
O=C(CN(c1ccccc1)S(=O)(=O)c1ccccc1)NCCC1=CCCCC1,1.0,-0.1,-6,7
CC(C)NS(=O)(=O)c1ccc(OCC(=O)NC(C)(C)C)c(Cl)c1,-0.4,0.1,14,6
CN(C)CCOc1ccc(-c2cccnc2)cn1,-0.2,-0.1,4,-3
COc1ccc(C2C(=O)N(C3CCCCC3)CC(=O)N2Cc2ccc3c(c2)OCO3)cc1OC (configuration not stated),-0.3,-0.1,-5,-1
CC(=O)Nc1scc(-c2ccc(C)c(C)c2)c1C(N)=O,0.1,-0.2,-8,6
CCN(CC)C(=O)CSc1nc(O)c(CC(C)C)c(=O)[nH]1,0.5,0.3,4,8
COc1ccc(CNC(=O)c2coc(=O)c3ccccc23)cc1,-0.4,0.1,3,5
COc1ccccc1OCC(=O)O/N=C(\N)Cc1ccc(Cl)cc1Cl,1.4,-0.1,-2,-4
CC(=O)c1ccc(N2CCN(C(=O)c3cccc(F)c3F)CC2)c(F)c1,1.2,-0.2,3,-4
O=C1C(=O)N(CCCn2ccnc2)C(c2ccc(Cl)cc2)/C1=C(/O)c1ccc(Br)cc1 (configuration not stated),0.0,0.0,-3,12
COC(=O)CSc1nnc(-c2cccnc2)n1-c1cccc(Cl)c1,0.2,0.0,-8,12
O=C(CSc1nc(-c2cccc([N+](=O)[O-])c2)cs1)NCc1ccc2c(c1)OCO2,0.4,-0.1,0,-5
COc1ccccc1C(=O)N1CCC(c2nc3ccc(C)cc3[nH]2)CC1,-0.1,-0.1,-2,-5
O=C(c1ccc(N2CCC(NCc3ccco3)CC2)cc1)N1CCCC(O)C1 (configuration not stated),-0.8,0.3,-11,2
O=C1/C(=C/c2ccc(-c3ccc(F)cc3)o2)CCC/C1=C\c1ccc(-c2ccc(F)cc2)o1,-0.3,-1.6,-26,1
COc1ccc(-c2noc(-c3ccc(Cl)c(Cl)c3)n2)cc1OC,-0.2,-0.1,-10,-3
COc1ccc(OC)c(-c2cc(Cl)c3c(c2)CC(CNC(=O)C2CCOCC2)O3)c1 (configuration not stated),1.1,-0.5,16,-11
CCC(=O)Nc1cccc(Br)c1,0.3,-0.1,-8,7
CN(C)CCCN(CCCN(C)C)Cc1ccccc1[N+](=O)[O-],0.5,0.2,-6,50
CC(C)c1ccc(S(=O)(=O)N2CCCCC2)cc1,0.2,0.2,2,-2
O=c1cc(CN2CCN(c3ccc(F)cc3)CC2)occ1OCc1ccccc1F,-0.4,0.2,3,4
O=C1OC(c2ccc([N+](=O)[O-])cc2)=N/C1=C/c1ccc(Cl)cc1,-0.4,0.0,6,-3
NNC(=O)C1CCC(Cn2c(=S)[nH]c3ccsc3c2=O)CC1 (configuration not stated),2.3,-0.1,-8,-6
CC(=O)c1cccc(CN2CCN(C3CCN(C(C)C)CC3)C(CCO)C2)c1 (configuration not stated),0.8,-0.1,13,11
Cc1cccnc1NC(=O)C1CC=CCC1C(=O)O (configuration not stated),-0.4,0.0,-10,3
CC(=O)Nc1ccc(S(=O)(=O)N2CCC(c3nnc(-c4ccc(C)cc4)o3)CC2)cc1,0.7,0.1,12,-12
CCC1Oc2ccc(C(=O)n3nc(C)cc3C)cc2N(CC(=O)NC(C)(C)C)C1=O (configuration not stated),-0.6,1.1,-1,11

# The closing four entries of the section above lead into the next:
SMILES,GPR151 ag,FBW7 activator,TEAD-YAP block,MITF inh
CC(=O)c1cccc(CN2CCN(C3CCN(C(C)C)CC3)C(CCO)C2)c1 (configuration not stated),0.8,-0.1,13,11
Cc1cccnc1NC(=O)C1CC=CCC1C(=O)O (configuration not stated),-0.4,0.0,-10,3
CC(=O)Nc1ccc(S(=O)(=O)N2CCC(c3nnc(-c4ccc(C)cc4)o3)CC2)cc1,0.7,0.1,12,-12
CCC1Oc2ccc(C(=O)n3nc(C)cc3C)cc2N(CC(=O)NC(C)(C)C)C1=O (configuration not stated),-0.6,1.1,-1,11
Cc1ccsc1CN1CCCC(c2ccn[nH]2)C1 (configuration not stated),1.0,-0.1,2,-3
O=C(NC1CCCCCC1)c1ccc(Sc2ccc(F)cc2)c([N+](=O)[O-])c1,0.3,0.3,-2,9
Cc1ccc(S(=O)(=O)N2CCCC2C(=O)O)cc1C (configuration not stated),0.0,0.1,-1,-4
Cc1c(C#N)c2ncn(Cc3ccccc3)c(=O)c2n1-c1ccccc1,-0.2,0.1,-23,1
Cc1ccc(-n2c(SCC(=O)c3ccccc3)nc3sc4c(c3c2=O)CCCC4)cc1,-0.1,1.0,9,0
CCOC(=O)c1c(NC(=O)c2ccccc2OC)sc(C(C)=O)c1C,1.2,0.0,4,1
CC1=Nc2cc(C(=O)O)ccc2Sc2ccc(C)cc21,0.3,0.3,7,12
CC(Oc1ccccc1-c1ccccc1)C(=O)O (configuration not stated),0.2,0.1,-6,-9
N#C/C(=C\c1ccc(-c2ccccc2)o1)c1[nH]nc(N)c1C#N,0.7,0.0,-62,15
Cc1ccc(-n2c(=O)oc3c(Br)cc(Br)cc3c2=O)cc1C,-2.1,0.3,-4,14
COc1ccccc1NC(=O)CCc1c(C)nc2c3c(C)cc(C)nc3nn2c1C,1.1,0.0,5,2
COc1ccc(-n2nc3ccc(NC(=S)NC(=O)c4oc5ccccc5c4C)cc3n2)cc1,0.9,0.0,-12,-1
CC(=O)Nc1cccc(-c2csc(Nc3ccc(C(=O)O)c(O)c3)n2)c1,-1.8,0.1,1,-12
COc1ccccc1OCC(=O)N/N=C/c1c(O)ccc2ccccc12,1.2,-0.1,13,-19
O=C1/C(=C\c2ccco2)SC(=S)N1CCCC(=O)N(CCO)c1ccccc1,0.4,0.0,7,9
CCOC(=O)c1cnc2cc(C(F)(F)F)ccc2c1N1CCC2(CC1)OCCO2,2.5,-0.1,-9,-15
Clc1cccc(-n2cc(-c3ccccc3)c3c(NCc4ccccn4)ncnc32)c1,-0.2,-0.1,-5,10
CC(=O)c1ccc(NC(=O)CSc2ccc(F)cc2)cc1,0.4,-0.1,-35,0
COCCN(Cc1cc2cc3c(cc2nc1Cl)OCO3)C(=O)Nc1ccccc1OC,0.7,0.0,5,7
O=C(O)c1cc(-c2ccc(/C=N/N3C(=O)C4C5C=CC(C6CC56)C4C3=O)o2)ccc1Cl (configuration not stated),0.3,1.1,-6,9
Cn1cccc1CC(=O)N/N=C\c1cccs1,0.3,-0.1,-1,-2
Nc1nc(NCc2ccccc2)cc(Nc2nccc3ccccc23)n1,-0.2,0.1,-1,12
CC(C)n1cnc2c(NCc3cccnc3)nc(Nc3ncccn3)nc21,-1.6,0.5,5,12
COc1cccc2cc(-c3csc(NC(=O)Cc4ccc(F)cc4)n3)oc12,-0.2,0.0,8,10
COc1cccc(CNC(=O)CCCN2C(=S)NC(C)(C)CC2C)c1 (configuration not stated),0.0,0.1,10,10
Cc1c(C#N)c2ccccn2c1C(=O)NN,-0.5,-0.1,0,-7
COc1ccc(NC(=O)CN2C(=O)CC(c3ccccc3)Sc3ccccc32)c(OC)c1 (configuration not stated),-1.0,0.7,-9,3
CC(C)N(CCNc1ncnc2c1nc(-c1ccc(N3CCOCC3)nc1)n2C(C)C)C(C)C,-2.0,0.3,-12,15
C=CCn1c(=O)c2ccccc2n2c(SCC)nnc12,0.2,-0.2,-10,2
Cc1ccc(SCC(=O)Nc2sccc2C(N)=O)c(C)c1,0.9,0.2,-57,9
CCOc1cc(C2NC(=O)N(C)C(C)=C2C(=O)OC)ccc1O (configuration not stated),-0.9,0.6,10,6
O=C(CSc1cn(CCNC(=O)c2c(F)cccc2F)c2ccccc12)NC1CCCCC1,1.5,0.3,6,3
CN1C(=O)NC(NC(=O)c2ccncc2)(C(F)(F)F)C1=O (configuration not stated),0.9,0.1,9,3
Cc1cccn2c(=O)c3cc(C(=O)N4CCc5ccccc54)sc3nc12,5.0*,0.1,4,10
CN1[C@@H](C(=O)N2CCOCC2)C[C@@H](c2ccc(F)cc2)NS1(=O)=O,1.3,0.1,7,-4
Cc1cccc(NS(=O)(=O)c2cc3c4c(c2)CC(=O)N4CCC3)c1C,1.7,-0.3,-8,5
O=C(c1cccc([N+](=O)[O-])c1)N1CCN(c2nc(-c3ccc(Cl)cc3)cs2)CC1,-1.0,0.1,5,15
COc1ccc(Nc2nc(-c3cc4cc(Br)ccc4oc3=O)cs2)c(OC)c1,-1.3,-0.1,2,13
CCC(C)NC(=O)CN1CCN(Cc2ccc(C)cc2)C1=O (configuration not stated),1.0,-0.1,-2,0
COC(CNC(=O)c1cc(Br)c(Br)[nH]1)OC,0.6,-0.1,-10,9

# Single records, as listed above.
# Cc1cccc(NS(=O)(=O)c2cc3c4c(c2)CC(=O)N4CCC3)c1C is listed with GPR151 ag: 1.7; FBW7 activator: -0.3; TEAD-YAP block: -8; MITF inh: 5
# COC(CNC(=O)c1cc(Br)c(Br)[nH]1)OC is listed with GPR151 ag: 0.6; FBW7 activator: -0.1; TEAD-YAP block: -10; MITF inh: 9

# Going on with the list.
SMILES,GPR151 ag,FBW7 activator,TEAD-YAP block,MITF inh
Cc1ccc(-n2c(=S)sc3c(=O)n(-c4ccccc4F)c(SCC(=O)N4CCCC4)nc32)cc1C,-0.3,0.3,3,7
CCn1c2ccccc2c2nnc(SCC(=O)Nc3nnc(C(C)C)s3)nc21,-1.7,-0.1,-3,-1
COc1ccc(-c2cccc(C(=O)NC3CCN(Cc4ccccc4)CC3)n2)cn1,2.3,0.0,1,1
O=C(Nc1cc(=O)[nH]c(=O)[nH]1)c1cccc(Cl)c1,-2.0,-0.3,40*,-5
O=C(COC(=O)c1cccc(Cl)c1)c1ccccc1,0.6,0.2,-1,0
Cc1nn(-c2ccccc2)c2sc(C(=O)NCCc3ccccc3)cc12,-0.1,0.8,8,8
Cc1ccc(Cn2c(NC(=O)c3ccc(C)cc3)nc3ccccc32)cc1,-1.4,0.0,-9,8
CN(C)/C(=N\Nc1ccc([N+](=O)[O-])cc1)c1ccccc1,-0.9,0.0,8,-3
